High-throughput results from PubChem BioAssay.
JMJD2C inh – blocks human GASC-1 demethylase activity; GST-JMJD2C(1-420) H3K9me3 demethylation, DELFIA europium; inhibition, % at 2.35 µM; Q9H3R0; 330,000 compounds, 0.069% hits;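 active means more than half of a compound's replicate wells show inhibition beyond 50%, single wells judged on their own value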;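 further: signal counts dimethyl H3K9 product captured on neutravidin plate; 0% = median of DMSO wells and 100% = 0.3 times that DMSO median; strong numbers were not always called active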
PP5 primary – inhibitors of human protein phosphatase 5 (PP5). AID 1987. 320,000 compounds, 0.18% hits. purified PP5c, OMFP substrate fluorescence. inhibition, % at 6.7 µM. P53041;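 active means inhibition above the campaign's mean inhibition across all tested compounds plus 3 SD, cut at about 9.5% in these data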;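 further: 0% = DMSO only and 100% = 100 µM cantharidin control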
LYPLA2 counter – blocks human lysophospholipase 2, a PME1 counter-screen; O95372; recombinant LYPLA2, FP-Rh probe fluorescence polarization; inhibition, % at 5.9 µM; 320,000 compounds, 0.38% hits;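 active means inhibition above the screen-wide mean plus 3 SD, limit set per campaign, cut at about 26% in these data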;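 further: 0% = LYPLA2 with DMSO and 100% = wells lacking LYPLA2 enzyme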
Fh CTSL1 inh – cathepsin L1 inhibition, PFM18AAP counter-screen | inhibition, % at 5.96 µM | recombinant F. hepatica cathepsin L1, Z-Leu-Arg-MCA fluorescence | 300,000 compounds, 0.49% hits;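 active means inhibition above the mean of all tested compounds plus 3 SD, set per screening campaign, cut at about 17% in these data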;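 further: 0% = plate median of test compound wells and 100% = 1 µM Z-Phe-Ala-diazomethylketone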
TPT1 inhibitor – inhibitors of Candida albicans tRNA 2'-phosphotransferase TPT1 | recombinant caTPT1, FP RNA substrate dephosphorylation | inhibition, % at 5 µM | 300,000 compounds, 0.81% hits | AID 1962;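 active means inhibition above the mean of all tested compounds plus 3 SD, set per screening campaign, cut at about 24% in these data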;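 further: plate controls were DMSO alone for no effect and ferristatin control at 100 nM for full effect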
Efflux pump inh – blocks antifungal efflux pumps in multiplex yeast assay; AID 485275; S. cerevisiae Candida pump triplex, Nile Red efflux; 330,000 compounds, 0.44% hits; inhibition, % at 10 µM;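 active means plate passing quality check with inhibition over a set limit, or well fluorescence over plate mean plus 4 SD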;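 further: Nile Red retained in pooled yeast measured as flow cytometry median fluorescence; 0% = buffer negative control and 100% = Enniatin B positive control; higher means more Nile Red kept so more efflux inhibition; some compounds called inactive have numbers as strong as hits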
PP1 inh – PP1-alpha (human) inhibition in PP5 counter-screen. inhibition, % at 6.7 µM. AID 2235. 320,000 compounds, 0.9% hits. purified PP1alpha, OMFP fluorescence. P62136;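 active means inhibition above the mean inhibition of all tested compounds plus 3 SD, computed separately for each screening campaign, cut at about 15% in these data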
Target sequence (P62136 whole entry, looked up): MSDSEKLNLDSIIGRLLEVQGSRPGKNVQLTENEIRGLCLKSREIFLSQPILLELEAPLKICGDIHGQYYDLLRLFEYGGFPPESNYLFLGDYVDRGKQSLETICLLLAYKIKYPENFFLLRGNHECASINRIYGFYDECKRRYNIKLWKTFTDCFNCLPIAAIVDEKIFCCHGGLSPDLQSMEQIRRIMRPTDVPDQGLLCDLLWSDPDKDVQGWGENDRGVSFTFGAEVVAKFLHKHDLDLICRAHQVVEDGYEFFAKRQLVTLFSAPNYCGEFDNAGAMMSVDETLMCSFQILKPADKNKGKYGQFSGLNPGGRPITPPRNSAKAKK
core dimer inh – HCV core protein dimerization inhibition; 300,000 compounds, 0.33% hits; inhibition, % at 5 µM; AID 1899; TR-FRET GST/Flag-core106 dimerization, 1536-well;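 active means inhibition above the mean of all tested compounds plus 3 SD, set per screening campaign, cut at about 45% in these data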
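System: GST/Flag-tagged HCV core106 proteins. Incubation: compound-protein-antibody incubation 4 h at 22.5 °C. Technique: HTRF with 340 nm excitation, 617/671 nm emission. Medium: KF-containing HEPES buffer, pH 7.45, DTT, CHAPS, BSA. Read-out: inhibition (%) from 671 over 617 nm ratio. Also added: Eu(K)-anti-GST 90 ng/mL plus XL665-anti-Flag 1 µg/mL.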
PREPL inhibitor – inhibits the human prolyl oligopeptidase-like enzyme; Q4J6C6; recombinant PREPL, fluorescence polarization activity-based probe; inhibition, % at 5.96 µM; 320,000 compounds, 0.68% hits; in the data active means inhibition above about 43%;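 further: 0% = enzyme with DMSO and 100% = wells lacking enzyme; many of its hits are not listed in these tables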
Target sequence (Q4J6C6 whole entry, looked up): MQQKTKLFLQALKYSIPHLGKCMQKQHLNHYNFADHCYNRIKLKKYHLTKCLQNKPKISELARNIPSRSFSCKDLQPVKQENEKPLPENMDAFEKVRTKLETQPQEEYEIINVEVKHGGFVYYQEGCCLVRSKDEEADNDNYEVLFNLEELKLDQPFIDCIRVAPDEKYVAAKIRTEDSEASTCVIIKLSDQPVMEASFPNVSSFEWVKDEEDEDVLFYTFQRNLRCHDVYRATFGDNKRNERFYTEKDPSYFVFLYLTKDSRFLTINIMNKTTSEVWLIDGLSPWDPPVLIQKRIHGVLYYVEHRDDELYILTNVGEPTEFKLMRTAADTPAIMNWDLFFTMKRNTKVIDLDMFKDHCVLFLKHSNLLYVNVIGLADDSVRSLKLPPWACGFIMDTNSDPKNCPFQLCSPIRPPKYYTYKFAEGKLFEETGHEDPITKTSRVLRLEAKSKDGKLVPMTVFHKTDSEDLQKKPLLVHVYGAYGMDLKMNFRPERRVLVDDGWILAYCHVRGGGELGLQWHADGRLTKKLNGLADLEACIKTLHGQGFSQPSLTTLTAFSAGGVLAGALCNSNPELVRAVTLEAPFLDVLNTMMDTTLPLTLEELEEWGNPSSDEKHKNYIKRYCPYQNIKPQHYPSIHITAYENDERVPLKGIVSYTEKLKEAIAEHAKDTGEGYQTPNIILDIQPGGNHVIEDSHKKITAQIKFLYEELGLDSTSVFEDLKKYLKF
* hit, by the source's call; . = not tested or not shown.

SMILES	JMJD2C inh	PP5 primary	LYPLA2 counter	Fh CTSL1 inh	TPT1 inhibitor	Efflux pump inh	PP1 inh	core dimer inh	PREPL inhibitor
Cc1noc(C)c1COc1ccc(C(=O)NCCc2ccccn2)cc1	100	0.0	0	0	1	0.0	-1	0	3
Cc1c(Br)c(C(N)=O)nn1C	4	-0.3	2	-1	-1	0.0	-5	5	10
CC(c1ccccc1)N1CC(C(=O)Nc2ccc(F)cc2)CC1=O (stereo not given)	2	2.5	3	.	.	0.1	-4	.	7
Cc1ccc2cc(NC(=O)c3cccc(F)c3)ccc2n1	-4	-0.4	2	3	1	-0.1	-5	-1	0
NC(=O)C1CCN(C(=O)C2CC(=O)N(Cc3ccccc3)C2)CC1 (stereo not given)	10	1.8	0	.	.	-0.1	-2	.	12
O=C(Cc1cccc2ccccc12)NC(NC(=S)Nc1ccccc1Cl)C(Cl)(Cl)Cl (stereo not given)	-5	0.9	-71	0	0	0.4	16*	10	-5
COCCNC(=O)C(=O)Nc1cc2c3c(c1)CCC(=O)N3CCC2	-2	0.9	-1	2	-4	-0.2	-1	-3	8
Cc1n[nH]c(C)c1CCOc1ccc(C(C)C)cc1	5	3.9	-2	1	-2	0.0	1	-15	6
CN1CCN(Cc2coc3c(Cl)cc(Cl)cc3c2=O)CC1	0	5.3	4	-1	2	0.0	-4	6	-12
CCOC(=O)N1CCc2c(sc3c2c(=O)n(Cc2ccccc2)c(=O)n3CC(=O)NCCOC)C1	-2	1.7	1	-3	-3	0.0	-4	-4	-7
CC1CCCCN1CCNS(=O)(=O)c1ccc2c(c1)oc(=O)n2C (stereo not given)	12	1.0	-1	1	-3	0.2	-3	-2	-2
CCn1cnc2c1c(=O)n(CC(=O)NN)c(=O)n2Cc1ccccc1	-9	-1.4	4	1	-1	-0.2	-3	6	19
Brc1ccc(-c2nn3c(-c4ccco4)nnc3s2)o1	3	1.2	3	1	0	0.1	7	18	2
CCc1ccc(N(C(=O)Cc2cccs2)C(C(=O)NC2CCCCC2)c2cn(C)nc2C)cc1 (stereo not given)	-4	-1.6	3	1	0	-0.2	1	3	5
CN1C(=O)/C(=C/c2cc3c(cc2Br)OCO3)NC1=S	-13	1.4	-2	2	-1	0.0	-3	-6	5
COc1ccc(NC(=O)CN2CCN(c3ccccc3C)CC2)cc1	2	-0.4	3	-1	1	-0.1	-5	1	7
CS(=O)(=O)N1CCc2cc(C(=O)N3CCN(c4cccc(Cl)c4)CC3)ccc21	-2	0.1	12	2	-2	0.1	-2	15	7
CCCCN(C(=O)C(C)Oc1cccc(Cl)c1)c1c(N)n(CCC)c(=O)[nH]c1=O (stereo not given)	6	-3.0	0	-6	-3	-0.1	-5	-2	1
COc1ccccc1OCCNC(=O)c1cc([N+](=O)[O-])cc([N+](=O)[O-])c1	3	-2.4	1	-2	-2	0.0	-4	3	1
Oc1c(Br)cc(Br)cc1CNc1cnc2ccccc2c1	-16	1.1	-3	6	1	-0.1	-1	-17	21
CC(=O)NC(Cc1ccccc1)C(=O)NC1CCN(c2ncccc2[N+](=O)[O-])CC1 (stereo not given)	-25	2.6	-2	2	-2	-0.1	0	1	3
CC(=O)Nc1ccc(C(=O)CSc2ncn(-c3ccccc3)n2)cc1	-3	0.0	10	4	-5	-0.1	-2	0	-11
Cc1cccc(C)c1-n1c(C)nn(CCOc2ccccc2)c1=O	12	-2.4	10	0	-3	0.0	-1	-6	21
CCOC(=O)CSc1nc2sc3c(c2c(=O)[nH]1)CC(C)(C)OC3	10	-0.9	4	-1	0	-0.2	-2	-1	0
C=CCOC(=O)C1=C(C)Nc2nc3ccccc3n2C1c1ccncc1 (stereo not given)	-1	2.5	7	5	-5	0.0	0	-6	11

An excerpt from above in order of their number in PP5 primary, ascending:
SMILES,PP5 primary
CCOC(=O)CSc1nc2sc3c(c2c(=O)[nH]1)CC(C)(C)OC3,-0.9
Brc1ccc(-c2nn3c(-c4ccco4)nnc3s2)o1,1.2
CN1CCN(Cc2coc3c(Cl)cc(Cl)cc3c2=O)CC1,5.3

(next part)
SMILES	JMJD2C inh	PP5 primary	LYPLA2 counter	Fh CTSL1 inh	TPT1 inhibitor	Efflux pump inh	PP1 inh	core dimer inh	PREPL inhibitor
CCSc1ccccc1C(=O)Nc1cc(C)on1	3	1.8	4	-5	-3	0.0	0	-3	-15
O=C(NC1CCCCC1)C(c1ccco1)N(CCc1ccccc1)C(=O)C(F)(F)F (stereo not given)	-11	2.5	-1	0	-7	-0.2	8	5	-3
COCCNC(=O)CSc1nc2ccccc2c(=O)n1CCCC(=O)NCc1ccccc1	-1	2.9	-4	-5	4	0.1	-3	-2	-6
COc1ccccc1N(Cc1ccccc1)S(=O)(=O)c1cccc(C(=O)Nc2ccccn2)c1	-6	1.8	-10	-3	-4	-2.4	-1	11	-6
OCCN(CCO)c1nc(-c2ccccc2)nc2c1oc1ccccc12	0	-1.1	-3	2	-2	0.0	-2	5	1
C=CCNC(=O)NC(=O)COC(=O)CNS(=O)(=O)c1ccc(F)c(F)c1F	-5	-0.8	5	-12	-1	0.0	-6	1	10
Cc1sc2nc(CSC(C)C(=O)Nc3cc(S(C)(=O)=O)ccc3Cl)[nH]c(=O)c2c1C (stereo not given)	0	0.0	-1	0	19	-0.1	-4	3	15
CC(c1nnnn1C1CCCCC1)N(Cc1ccccc1)Cc1cccnc1 (stereo not given)	0	3.5	-3	2	-4	0.1	1	5	19
Cc1ccc2nc(C)cc(N/N=C/c3ccccc3O)c2c1	-9	4.0	0	2	-1	0.2	0	-9	15
COc1ccccc1NC(=O)CCc1nnc2ccc(N3CCCCC3)nn12	-17	1.3	2	-1	-4	-0.3	0	-1	11
CC1CCCN(C(=O)c2ccc(OC3CCN(CCc4ccccc4)CC3)cc2)C1 (stereo not given)	-3	0.8	41*	3	0	0.2	1	2	18
Cc1cc(OCC(=O)N2CCN(c3ccc(F)cc3)CC2)c2c(C)cc(=O)oc2c1	7	-2.1	1	-3	-3	0.0	-2	12	11
CCCCC(=O)Nc1ccc(C(=O)Nc2nc(CC(=O)OCC)cs2)cc1	-21	3.5	-11	-2	3	0.4	8	-3	-3
OC(Cc1cccnc1)(Cc1cccnc1)c1cc2ccccc2[nH]1	2	1.8	1	4	-1	-0.1	-2	-15	10
O=C(C1CCC(CNS(=O)(=O)c2cccs2)CC1)N1CCN(c2ccc(Cl)cc2)CC1 (stereo not given)	-4	2.5	36*	3	-2	-0.2	-3	21	18
O=C(COC(=O)COc1ccccc1Cc1ccccc1)Nc1cccnc1Cl	8	1.9	9	2	1	0.0	0	12	-10
CC(=O)Nc1c(-c2ccccc2)nc2ccc(Cl)cn12	4	-1.4	-4	3	2	0.1	-2	-1	3
Nc1nnc(SCC(=O)Nc2ccccc2)s1	15	1.1	2	1	-3	0.0	-4	0	7
CCOC(=O)c1[nH]c2ccc(OC)cc2c1NC(=O)c1ccc(OC)c(OC)c1	0	2.1	-6	0	1	0.2	-1	-6	5
COc1ccc(CCNC(=O)CSc2nnc(CNC(=O)c3cccs3)o2)cc1OC	18	-0.5	3	8	-2	0.0	-1	-8	3
CCOC(=O)c1[nH]c2ccccc2c1NC(=O)c1cc(OC)c(OC)c(OC)c1	-2	-1.2	-3	6	1	0.2	-2	2	12
COc1ccc(C(=O)Nc2ccc(S(=O)(=O)Nc3cc(C)nc(C)n3)cc2)cc1OC	-4	-0.5	1	-3	0	-0.1	3	-3	9
COc1ccc(-c2noc(N3CCC(C(=O)Nc4ccc(OC)cc4OC)CC3)n2)cc1	22	-0.4	4	-1	0	0.0	0	8	-8
CCCNC(=O)Cn1cnc2sc(C(=O)Nc3ccc4c(c3)OCO4)c(C)c2c1=O	-1	1.5	4	2	-2	0.0	-1	4	4
O=C(O)CC12CC3CC(C1)CC(n1ncc(NCc4ccc(F)cc4)c(Cl)c1=O)(C3)C2	7	0.6	5	-2	-5	0.0	0	0	5
Next entries
SMILES	JMJD2C inh	PP5 primary	LYPLA2 counter	Fh CTSL1 inh	TPT1 inhibitor	Efflux pump inh	PP1 inh	core dimer inh	PREPL inhibitor
COc1cc(/C=C2/CCc3ccccc3C2=O)cc(OC)c1OC	-9	0.4	30*	0	0	0.1	1	9	7
O=C(O)CCCCCNS(=O)(=O)c1ccc(Cl)cc1	-7	-0.5	2	1	0	0.0	1	1	-8
O=C(Nc1ccccc1)C1CC(=O)n2c(nc3ccccc32)N1 (stereo not given)	-6	-0.7	1	0	2	-0.1	1	3	17
O=C(Nc1ccc(OC(=O)c2ccccc2)c(-c2nc3ccccc3s2)c1)c1ccccc1	-1	2.3	-4	2	-1	0.2	-1	7	0
CCC(=O)Nc1cc(C(C)(C)C)ccc1C(C)=O	-2	-1.3	-5	-4	-1	0.3	0	1	1
O=C(/C=C/c1ccccc1)/C=C/c1ccccc1	1	-1.8	-6	-4	4	0.3	-3	7	-12
N#CC(C(=O)NCc1ccco1)c1nc2ccccc2nc1N1CCOCC1 (stereo not given)	3	0.3	-4	4	18	-0.1	0	4	8
Cc1cccc(/C(N)=N/OC(=O)COc2ccc(Cl)cc2)c1	8	4.5	8	-11	-1	0.1	2	-6	10
O=C(CCc1nc2ccccc2c(=O)[nH]1)OCC(=O)N1CCN(S(=O)(=O)c2ccccc2)CC1	3	-2.4	0	6	-2	0.5	3	3	12
COc1ccc(CN(C)C(=O)c2ccc(NS(=O)(=O)c3ccccc3)cc2)c(OC)c1	15	-0.6	7	-4	-2	-0.1	-3	4	18
O=C(Nc1cccc([N+](=O)[O-])c1)N1CCCCCC1	-6	1.9	3	0	0	0.2	-3	-2	8
Cc1scc(C(=O)NNC(=S)NCC2CCCO2)c1C (stereo not given)	-8	0.2	-3	-2	1	0.1	2	0	0
CCOC(=O)c1cc(-c2ccncc2)nc2c1c(C)nn2C	-1	1.1	-1	5	-3	0.0	-1	-7	7
CN1CCN(NC(=O)CC(C)(C)C)CC1	-3	-1.0	-5	2	0	0.0	-4	-6	14
O=C(CCC(=O)c1cccs1)Nc1ncccc1O	0	-2.2	-6	-26	2	-0.1	-3	2	2
COc1ccc(C(=O)NCCc2ccc(C)cc2)cc1OC1CCN(C(C)=O)CC1	-1	0.9	5	-2	1	-0.7	-2	1	4
CCCCn1c(SCC(=O)NCc2ccco2)nc2c1c(=O)n(C)c(=O)n2C	-3	-0.8	3	3	0	0.1	-7	-3	2
CC/C(=N/NC(=O)c1ccc(Br)o1)c1ccc(Cl)cc1	-8	0.8	-3	1	-1	-0.1	5	7	-1
CCCn1c(CNc2ccc(Br)cc2)nc2ccccc21	7	5.3	3	-2	4	0.5	4	12	18
CCN1C(=O)c2ccccc2Sc2ccc(C(=O)NCCCN3CCCCC3)cc21	1	1.4	0	-1	-4	0.1	4	7	-10
Cn1c(SCC(=O)Nc2nccs2)nnc1-c1ccncc1	61	2.0	-2	-1	3	0.0	-3	18	6
Cc1ccc(C(=O)N2CCN(c3ccccc3F)CC2)cc1NC1=NC2CS(=O)(=O)CC2S1 (stereo not given)	-2	0.0	-4	-1	-1	0.5	-6	-10	7

Single values from the list:
Under PP1 inh, CCN1C(=O)c2ccccc2Sc2ccc(C(=O)NCCCN3CCCCC3)cc21 has 4
Under PREPL inhibitor, CCC(=O)Nc1cc(C(C)(C)C)ccc1C(C)=O has 1

Not all compounds are listed; rates above refer to the full screens.
